Source: PubChem BioAssay (several laboratories)
GLD-1 RNA inh – GLD-1-TGE RNA interaction inhibition (C. elegans). AID 2280. 320,000 tested, 0.44% active. purified GLD-1 + fluorescein TGE RNA, fluorescence polarization. Q17339. inhibition, % at 5.96 µM;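 active = percent inhibition above a per-plate cutoff, the plate mean of test compounds plus 3 SD, cut at about 30% in these data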;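 also: 0% = DMSO wells with GLD-1 and probe and 100% = wells lacking GLD-1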
Fam108B inh – blocks mouse Fam108B hydrolase in RBBP9 counter-screen; recombinant Fam108B, FP-Rh probe fluorescence polarization; inhibition, % at 9.51 µM; 300,000 tested, 0.33% active;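 active = inhibition above the screen mean inhibition plus 3 SD, computed separately per campaign, cut at about 18% in these data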;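 also: inhibitors lower polarization as less probe binds the enzyme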
MEX-5 binding – C. elegans MEX-5 TCR-2 RNA binding activity; 300,000 tested, 0.38% active; Q9XUB2; activity score (negative = inhibition of binding), % at 10 µM; MEX-5/FITC-TCR2 RNA binding, fluorescence polarization; stronger effect = lower value;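 active = inhibition past about -25% in most replicates, and total fluorescence under double the plate's negative control median, limit read from the data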;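 also: 0% = DMSO and -100% = 5 µM competing unlabeled TCR2 RNA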
TPT1 inhibitor – inhibitors of Candida albicans tRNA 2'-phosphotransferase TPT1; inhibition, % at 5 µM; 300,000 tested, 0.81% active; AID 1962; recombinant caTPT1, FP RNA substrate dephosphorylation;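 active = inhibition above the mean of all tested compounds plus 3 SD, set per screening campaign, cut at about 24% in these data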;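 also: plate controls were DMSO alone for no effect and ferristatin control at 100 nM for full effect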
PAD4 inh – blocks human protein arginine deiminase 4. Q9UM07. recombinant PAD4, RCA probe fluorescence polarization. inhibition, % at 6.36 µM. 330,000 tested, 0.41% active. AID 485272;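 active = percent inhibition above a cutoff equal to the mean of all tested compounds plus 3 SD, cut at about 15% in these data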;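 also: 0% = PAD4 with RCA probe and DMSO and 100% = probe without PAD4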
Target sequence (Q9UM07 whole entry, looked up): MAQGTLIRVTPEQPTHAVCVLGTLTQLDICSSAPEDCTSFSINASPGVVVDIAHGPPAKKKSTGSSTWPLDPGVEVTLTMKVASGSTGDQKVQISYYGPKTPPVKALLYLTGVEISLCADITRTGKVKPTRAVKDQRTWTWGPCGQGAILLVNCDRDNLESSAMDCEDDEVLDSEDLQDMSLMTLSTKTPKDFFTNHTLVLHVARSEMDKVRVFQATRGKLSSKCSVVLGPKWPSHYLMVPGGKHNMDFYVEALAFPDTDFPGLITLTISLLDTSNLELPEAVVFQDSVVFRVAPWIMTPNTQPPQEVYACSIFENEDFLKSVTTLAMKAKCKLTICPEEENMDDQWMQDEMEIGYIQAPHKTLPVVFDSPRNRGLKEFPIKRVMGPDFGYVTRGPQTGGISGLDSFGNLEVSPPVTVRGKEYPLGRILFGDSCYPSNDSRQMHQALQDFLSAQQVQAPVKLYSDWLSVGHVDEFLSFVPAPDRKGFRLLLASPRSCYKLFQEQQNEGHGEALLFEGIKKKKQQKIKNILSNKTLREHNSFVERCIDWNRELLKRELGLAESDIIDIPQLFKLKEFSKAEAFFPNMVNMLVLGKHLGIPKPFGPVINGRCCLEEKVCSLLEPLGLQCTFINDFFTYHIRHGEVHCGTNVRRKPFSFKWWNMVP
BCLXL inh – inhibitors of human Bcl-xL; Q07817; GST-Bcl-xL / FITC-Bim BH3 peptide fluorescence polarization; inhibition, % at 10.9 µM; 320,000 tested, 0.7% active; AID 2129;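 active = inhibition above the mean of all tested compounds plus 3 SD, cutoff set per campaign, cut at about 30% in these data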;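 also: 0% = DMSO wells and 100% = unlabeled Bim-BH3 peptide competitor; inhibitors lower millipolarization by displacing the labeled peptide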
MCL1 BIM primary – inhibitors of human MCL1 binding to BIM-BH3 peptide | AID 2057 | GST-MCL1 / FITC-Bim-BH3 fluorescence polarization | inhibition, % at 10.9 µM | 320,000 tested, 0.68% active;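 active = inhibition above the mean inhibition of all tested compounds plus 3 SD, set per campaign, cut at about 40% in these data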;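 also: 0% = DMSO wells and 100% = unlabeled Bim-BH3 peptide control; higher means more loss of mP so more displacement of Bim peptide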
PME-1 primary – blocks human protein phosphatase methylesterase 1; recombinant PME-1, FP-Rh probe fluorescence polarization; AID 2130; inhibition, % at 5.9 µM; 320,000 tested, 0.53% active;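 active = inhibition above the campaign mean of all compounds plus 3 SD, cut at about 26% in these data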;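 also: competitive labeling of PME-1 active site by serine hydrolase directed probe; 0% = PME-1 with DMSO and 100% = wells lacking PME-1 enzyme; inhibitors block probe labeling so polarization falls and inhibition rises; many of its hits are not listed in these tables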
GSTO1 counter – GSTO1 inhibition, counter-screen for RBBP9 inhibitors. P78417. recombinant GSTO1, activity-based probe fluorescence polarization. inhibition, % at 5.96 µM. 300,000 tested, 1.1% active. AID 1974;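 active = inhibition above the campaign mean inhibition plus 3 SD, cut at about 35% in these data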;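 also: 0% = GSTO1-1 with DMSO and 100% = wells lacking GSTO1-1 enzyme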
Target sequence (P78417 whole entry, looked up): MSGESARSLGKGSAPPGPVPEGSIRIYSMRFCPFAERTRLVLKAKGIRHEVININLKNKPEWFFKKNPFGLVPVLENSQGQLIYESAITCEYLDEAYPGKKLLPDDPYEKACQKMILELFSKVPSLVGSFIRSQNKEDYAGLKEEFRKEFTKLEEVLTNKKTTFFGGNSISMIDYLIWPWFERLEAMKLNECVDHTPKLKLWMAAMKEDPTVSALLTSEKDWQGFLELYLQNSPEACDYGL
* hit, by the source's call; . = not tested or not shown. This is a subset; rates above refer to the full screens.

SMILES	GLD-1 RNA inh	Fam108B inh	MEX-5 binding	TPT1 inhibitor	PAD4 inh	BCLXL inh	MCL1 BIM primary	PME-1 primary	GSTO1 counter
O=C(O)CCc1ccc(S(=O)(=O)NCCc2ccccc2)cc1	8	2	-2.5	3	0	2	-1	4	10
COc1cc(OC)cc(C(=O)NCC2CCCO2)c1 (configuration not stated)	-2	10	-0.1	2	-11	-3	6	-5	0
CCCN(c1ccc(C(=O)OC)cc1)S(=O)(=O)c1ccccc1	9	-3	-2.4	-2	0	-1	1	0	2
COc1cccc2c(Cl)c(CC=C(Cl)Cl)c(C)nc12	-5	-1	0.1	5	0	1	-7	-9	-48
C=CCn1nc2n(c1=O)-c1ccccc1SC2	-10	6	2.4	-3	4	7	15	1	0
CN(C)c1nc2c(c(N)nn2-c2ccc(Cl)cc2)c(=O)o1	3	2	-3.3	0	-5	4	1	4	-4
COc1cccc(OCCn2cccc2/C=C2/C(=N)N3OC(C)=CC3=NC2=O)c1	5	0	-3.1	0	-1	5	8	-1	3
Cc1cc(OCCn2ccnc2)ccc1C(C)C	1	9	0.6	-3	0	1	9	0	-2
Fc1ccccc1C1CCN(Cc2nc(COc3ccccc3)no2)C1 (configuration not stated)	-4	-3	1.7	3	-12	-1	0	-11	4
CN(CC(=O)Nc1cccc(F)c1)C(=O)CN1C(=O)C2CCCCC2C1=O (configuration not stated)	2	.	.	.	-6	-1	-9	4	.
CCOC(=O)C(=NC1CCCCC1)NNc1cccc(C(F)(F)F)c1	0	6	-2.4	4	2	3	2	5	-3
COc1cccc(-n2nnnc2SCC(=O)Nc2nc3c(s2)CCCC3)c1	6	4	1.5	-3	6	-3	10	4	2
N#Cc1cc2c(nc1SCC(=O)O)CCCC2	0	1	1.5	0	-2	7	4	2	5
O=C(Cn1nnc(-c2ccccc2)n1)Nc1cccc(S(=O)(=O)N2CCCC2)c1	2	-3	-1.5	-3	4	4	6	-3	-8
COc1ccc(-c2cnc(N)n2C)cc1	7	4	-1.6	-1	6	0	6	9	5
Cc1nn2c(c1-c1ccccc1)N=C(c1ccco1)CC2c1ccccc1 (configuration not stated)	2	1	-2.0	15	-5	4	9	-7	-2
O=C(Nc1cccn2ncnc12)c1cccc(C(F)(F)F)c1	-3	3	0.4	-5	2	9	8	2	9
CCOC(=O)c1cnc(SCC(=O)Nc2ccc(N3CCOCC3)c(Cl)c2)nc1N	4	3	1.3	2	0	6	3	4	-3
CC1CCCCC1NC(=O)CSC1=Nc2ccccc2C2CC=NN12 (configuration not stated)	2	.	.	.	4	1	1	-6	.
Cn1cc([N+](=O)[O-])c(C(=O)NNC(=O)c2ccc([N+](=O)[O-])cc2)n1	2	2	-3.9	-2	-5	5	3	0	0

For reference, part of the list above:
SMILES	GLD-1 RNA inh	Fam108B inh	MEX-5 binding	TPT1 inhibitor	PAD4 inh	BCLXL inh	MCL1 BIM primary	PME-1 primary	GSTO1 counter
O=C(O)CCc1ccc(S(=O)(=O)NCCc2ccccc2)cc1	8	2	-2.5	3	0	2	-1	4	10
COc1cc(OC)cc(C(=O)NCC2CCCO2)c1 (configuration not stated)	-2	10	-0.1	2	-11	-3	6	-5	0
CCCN(c1ccc(C(=O)OC)cc1)S(=O)(=O)c1ccccc1	9	-3	-2.4	-2	0	-1	1	0	2

Next part
SMILES	GLD-1 RNA inh	Fam108B inh	MEX-5 binding	TPT1 inhibitor	PAD4 inh	BCLXL inh	MCL1 BIM primary	PME-1 primary	GSTO1 counter
Cc1ccc(CSc2nsc(C)c2C#N)cc1	-3	-1	-1.0	-3	3	2	5	-5	-6
CC(C)(C)n1nnnc1C(c1ccncc1)N1CCCCCC1 (configuration not stated)	-1	1	-1.7	1	1	11	5	4	0
COc1ccc(C)cc1-n1c(-c2ccncc2)n[nH]c1=S	6	-4	0.2	-1	-2	-14	-11	3	4
Cc1c(C(=O)NC2CCCCC2)sc2ncnc(N3CCN(c4ccccc4)CC3)c12	-3	2	1.4	1	-4	0	2	0	3
COc1ccc(CCn2c(=O)[nH]c3cc(C(=O)N4CCN(c5ccccc5)CC4)ccc3c2=O)cc1OC	-7	-1	-0.2	-2	0	7	-1	-1	6
CCOc1ccc(S(=O)(=O)Nc2ccccc2SC)cc1	9	-4	.	-2	-3	-1	-2	5	-3
Cc1nnc(-c2cnn(-c3ccccc3)c2N)n1Cc1ccc(F)cc1	1	4	-0.5	-2	5	6	12	0	9
Cn1nnnc1SCc1nc2ccccc2s1	2	-1	1.2	4	-4	-1	-2	4	5
O=C(CC1S/C(=N/N=C/c2ccco2)NC1=O)Nc1cccc(Cl)c1Cl (configuration not stated)	-6	-8	1.1	2	-6	1	-6	-11	-3
COc1ccc(CN2CCN(Cc3ccc(C(F)(F)F)cc3)CC2)cc1	8	-6	1.7	-5	-1	3	5	-5	0
CCS(=O)(=O)Nc1cccc(C2=NN(S(C)(=O)=O)C(c3cccs3)C2)c1 (configuration not stated)	-5	-2	2.3	2	2	6	-3	5	0
Cc1ccc(NC(=O)C2C(c3ccccc3)C=CC(c3ccccc3)C2C(=O)O)cc1 (configuration not stated)	7	-3	2.1	-4	-2	5	0	1	7
c1cc(CN2CCCCC2)cc(OCCCNc2nc3ccccc3s2)c1	14	-6	1.0	1	-1	4	3	-2	1
CCCCCNS(=O)(=O)c1cc2c3c(c1)CCC(=O)N3CCC2	-5	-3	0.8	0	-1	-3	-10	5	-2
O=C(/C(=C/O)N=Nc1ccc(Cl)cc1)c1ccncc1	-2	3	-4.3	-1	2	1	3	-3	6
CCCC(NC(=S)NCC1CCCO1)C12CC3CC(CC(C3)C1)C2 (configuration not stated)	1	0	-0.2	-5	-2	7	-1	6	0
OCCN1CCN(CC(O)COc2ccc(C34CC5CC(CC(C5)C3)C4)cc2)CC1 (configuration not stated)	-19	-1	-2.4	2	-2	-1	-1	2	7
COP(=O)(OC)c1nc(-c2ccc([N+](=O)[O-])cc2)oc1N1CCCCC1	0	-1	2.2	16	0	-5	-17	-2	3
CC(=O)O[C@H]1CC[C@@]2(C)C(=CC[C@H]3[C@@H]4CC[C@H](C(C)=O)[C@@]4(C)CC[C@@H]32)C1	8	-2	-1.6	0	-3	10	2	-2	3
CC1(C)CC(NC(=O)c2cccc3ccccc23)CC(C)(C)N1	-2	-1	-3.2	-4	-2	2	4	-2	-4
Cc1cc(C)n(C(=O)Cn2nc([N+](=O)[O-])cc2C)n1	4	0	0.8	1	0	5	8	0	0
O=C1CC(N2CCN(c3ccccc3)CC2)C(=O)N1c1cccc(Cl)c1 (configuration not stated)	-5	-4	0.2	-2	-2	3	1	-5	-7
CCOC(=O)C1=C(N)n2c(s/c(=C/c3ccccc3)c2=O)=C(C(=O)OCC)C1c1ccccc1 (configuration not stated)	-1	-1	-2.2	1	-1	8	4	4	1
CCCNc1c(NS(=O)(=O)c2ccc(OC)c(OC)c2)c(=O)oc2ccccc12	-5	-1	-2.1	2	1	-3	-6	-1	5
Cc1ccc(C(=O)NC2CCS(=O)(=O)C2)cc1S(=O)(=O)N1CCCCC1 (configuration not stated)	8	3	0.0	-1	1	5	4	-2	8
CC(O)CNc1nc2c(c(=O)n(Cc3cccc(Cl)c3)c(=O)n2C)n1C (configuration not stated)	10	4	0.9	-3	-3	5	-7	-1	-1
CCOc1ccc(CCNC(=O)c2cc(C)on2)cc1OCC	-1	-2	0.7	1	-4	1	-4	-6	3
CCC1=NN(C(=O)Cc2ccc([N+](=O)[O-])cc2)C(O)(C(C)(C)C)C1 (configuration not stated)	8	2	0.1	-1	-1	2	9	-3	16
CC(C)Cc1ccc(S(=O)(=O)N2CCN(C(=O)c3ccco3)CC2)cc1	0	2	1.0	4	-3	1	0	1	-2
COc1cc(NC(=O)Cc2ccccc2)ccc1NC(=O)c1ccccc1	1	2	1.8	1	4	4	2	7	0
CCC(=NC1CC(C)(C)NC(C)(C)C1)C1=C(O)CC(C)(C)CC1=O	1	-7	-0.4	0	-2	6	-1	-3	2
O=C(CSc1nc2ccccc2[nH]1)NCc1ccco1	8	0	-1.4	0	-4	6	1	-2	-2
Cc1cc(C)nc(/N=C(\N)N2CCCCCC2)n1	-4	0	0.9	-2	1	3	0	7	10
COC(=O)C1CCN(S(=O)(=O)CCNC(=O)c2ccc(F)cc2)CC1	-2	2	0.2	-3	-1	1	0	1	-5
CCOC(=O)CCc1c(C)c2ccc(OC3CCCCC3=O)cc2oc1=O (configuration not stated)	-1	-3	0.0	-4	-2	1	0	6	0
CCc1ccc(/C=C2\Oc3c(ccc(O)c3CN3CCN(C)CC3)C2=O)cc1	-2	0	.	26*	-7	42*	34	-13	-5
COc1ccc(S(=O)(=O)N2CCCCCC2)cc1C(=O)Nc1cccc(C)n1	10	-1	-0.6	-5	-5	9	-5	-2	2
Cc1cc(Cl)ccc1OCCCC(=O)NCC1CCCO1 (configuration not stated)	5	1	-3.2	-3	-6	4	-1	-7	5
CC(=O)c1c(C(C)=O)c(C)n(-c2ccc(N)c(C)c2)c1C	3	-2	3.2	1	1	4	2	0	-7
Cc1nc(NC(=O)/C=C/c2ccccc2)sc1C(=O)Nc1ccc(Cl)cc1	4	-10	1.5	1	-4	1	3	-6	-6
Cc1nc2nc(-c3cccnc3)nn2c(C)c1Cl	11	-2	0.0	-1	0	1	2	1	3
O=C(NCCc1ccccc1)C1CC(=O)N(C2CCCCCC2)C1 (configuration not stated)	4	4	-0.5	-1	1	3	0	10	-2
COC(=O)c1ccc(N2C(=O)Nc3ccccc3N2O)cc1	4	6	-3.0	2	-6	4	6	-2	-2
O=C(OCC(=O)N1CCCc2ccccc21)c1c(F)cccc1F	4	4	-1.4	0	-6	2	-2	1	-2
CCc1nc(N)c(C#N)c(-c2ccc(OC)c(OC)c2)c1C	4	2	0.1	3	-4	-6	-9	7	2
COc1ccc(-n2c(SCc3ccc([N+](=O)[O-])cc3)nnc2-c2ccccc2)cc1	1	0	0.2	4	2	-6	-15	14	-3
Cc1ccc(C)c2[nH]c(=O)c(CN(Cc3ccc4c(c3)OCO4)Cc3nnnn3Cc3ccco3)cc12	0	-5	3.4	-3	2	6	0	-1	6
COc1ccc(OCC(O)CNC(=O)Nc2cc(F)ccc2C)cc1 (configuration not stated)	0	3	1.7	3	-4	3	12	-10	1
O=C(c1cccc([N+](=O)[O-])c1)N1CCCC(C(=O)N2CCCCC2)C1 (configuration not stated)	-17	-2	2.4	2	-3	3	-3	-5	5
O=C(CN1C(=O)CNC1=O)Nc1cccc(C(F)(F)F)c1	9	3	0.5	0	2	-2	5	-5	4
CCOC(=O)C1(CC2CCCCO2)CCN(C(=O)NCc2ccccc2)CC1 (configuration not stated)	6	2	0.0	-8	-5	2	3	-1	20
Cc1csc2ncnc(NCCc3ccccn3)c12	-5	-1	-3.8	5	-3	-2	4	2	2
CC(C)Oc1cc2oc(=O)c3c(c2cc1Cl)CCC3	8	-3	-0.7	-1	1	0	3	6	5
COc1ccc(/C=N/N=C2/NC(=O)C(c3ccccc3)(c3ccccc3)S2)cc1	-4	6	-0.4	0	0	-3	3	4	-2
COc1ccc(C(=O)Nc2ccc(S(=O)(=O)Nc3cc(C)nc(C)n3)cc2)c(OC)c1	2	-2	2.1	-5	31*	-6	-9	-3	-9
Cc1cc(C)c(-n2c(C)cc(/C=C3/NC(=O)NC3=O)c2C)c(C)c1	-5	3	1.7	1	0	-1	-9	7	6
Cc1cc(/C=C(\C#N)C(=O)O)c(C)n1CC(C)C	-1	0	-0.8	-5	1	2	14	2	1
